GDH-TPI counter = inhibits GDH-TPI coupling enzymes, artifact for Mtb FBA screen | GDH-TPI coupled enzyme counterscreen, NADH absorbance | inhibition, % at 4.8 µM | actives 1.2% (n = 360,000);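 further: 0% = DMSO wells and 100% = wells lacking the enzyme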
FBA Mtb inh = inhibitors of M. tuberculosis fructose-bisphosphate aldolase; purified M. tuberculosis FBA, fluorescence read-out; inhibition, % at 1 µM; actives 2.3% (n = 360,000); AID 588726; in the data active means inhibition above about 27%;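 further: 0% = vehicle and 100% = reference inhibitor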
DUSP3 inh = inhibitors of human VHR1 phosphatase (DUSP3); actives 0.52% (n = 290,000); inhibition, % at 13.3 µM; recombinant VHR phosphatase, pNPP absorbance; P51452; AID 1654; in the data active means inhibition above about 50%; further: some compounds called inactive have numbers as strong as hits
BoNT-F LC inh = inhibitors of Botulinum neurotoxin F light chain protease. Multiplex microsphere protease cleavage assay, flow cytometry. inhibition, % at 10 µM. actives 0.22% (n = 360,000); in the data active means inhibition above about 35%, passing the limit was not always enough; inconclusive means no clear call, values can overlap the other calls; further: plate controls were buffer without enzyme for full effect and enzyme alone for no effect
Rv3671c inh = inhibits the M. tuberculosis serine protease Rv3671c; actives 0.048% (n = 320,000); inhibition, % at 5.96 µM; AID 2606; in the data active means inhibition above about 38%;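 further: extracellular domain of Rv3671c used as enzyme; 0% = enzyme with DMSO and 100% = no enzyme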
Target sequence (P9WHR9 whole entry, looked up, the tested form may be a part): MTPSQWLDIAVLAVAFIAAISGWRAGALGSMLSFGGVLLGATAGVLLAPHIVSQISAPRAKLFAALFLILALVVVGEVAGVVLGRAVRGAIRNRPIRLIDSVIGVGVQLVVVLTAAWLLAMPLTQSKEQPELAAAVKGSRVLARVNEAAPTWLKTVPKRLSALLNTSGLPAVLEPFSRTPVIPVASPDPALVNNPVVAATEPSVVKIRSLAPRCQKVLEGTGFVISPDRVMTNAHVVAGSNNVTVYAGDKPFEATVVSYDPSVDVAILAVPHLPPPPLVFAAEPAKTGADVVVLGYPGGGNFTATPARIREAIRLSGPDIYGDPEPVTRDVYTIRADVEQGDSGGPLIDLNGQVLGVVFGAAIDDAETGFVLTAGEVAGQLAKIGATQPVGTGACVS
MazF activator = activators of E. coli MazEF toxin-antitoxin RNase; P0AE70; FAM/BHQ RNA-DNA oligo cleavage fluorescence, 5 h; activation, % at 20 µM; actives 0.32% (n = 350,000); in the data active means activation above about 50%
Target sequence (P0AE70 whole entry, looked up): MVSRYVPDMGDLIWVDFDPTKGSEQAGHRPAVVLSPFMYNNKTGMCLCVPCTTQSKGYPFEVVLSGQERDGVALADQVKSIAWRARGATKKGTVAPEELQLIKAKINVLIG
Mtb UGM inh = Mtb UDP-galactopyranose mutase inhibition | P9WIQ1 | purified UGM, fluorescence polarization probe displacement | inhibition, % at 10 µM | actives 0.06% (n = 320,000) | AID 504406; in the data active means inhibition above about 10%, passing the limit was not always enough; inconclusive means no clear call, values can overlap the other calls
Target sequence (P9WIQ1 whole entry, looked up): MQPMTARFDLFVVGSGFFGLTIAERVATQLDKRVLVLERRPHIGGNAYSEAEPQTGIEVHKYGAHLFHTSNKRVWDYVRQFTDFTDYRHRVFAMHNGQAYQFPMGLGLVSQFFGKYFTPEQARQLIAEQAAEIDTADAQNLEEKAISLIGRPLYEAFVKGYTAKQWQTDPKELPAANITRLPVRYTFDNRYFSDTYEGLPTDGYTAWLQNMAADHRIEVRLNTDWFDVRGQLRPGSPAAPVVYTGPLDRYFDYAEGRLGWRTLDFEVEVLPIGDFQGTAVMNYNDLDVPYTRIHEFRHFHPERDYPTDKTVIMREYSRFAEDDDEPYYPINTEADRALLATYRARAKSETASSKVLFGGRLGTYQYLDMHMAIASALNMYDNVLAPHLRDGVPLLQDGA
FadD28 binding = M. tuberculosis FadD28 bisubstrate binding inhibition; FadD28 bisubstrate probe binding, fluorescence polarization; inhibition, % at 12.5 µM; actives 0.22% (n = 360,000); in the data active means inhibition above about 8.5%, passing the limit was not always enough; inconclusive means no clear call, values can overlap the other calls
CCHF vOTU inh = CCHFV vOTU protease inhibition; Pep-AMC fluorescence; inhibition, % at 11.5 µM; actives 0.55% (n = 370,000); AID 651958; further: 0% = vehicle wells with enzyme and 100% = no enzyme wells
Mtb BioA inh = inhibitors of Mycobacterium tuberculosis BioA enzyme; purified M. tuberculosis BioA enzyme, plate reader; AID 602481; inhibition, % at 9.99 µM; actives 0.096% (n = 360,000); in the data active means inhibition above about 40%; inconclusive means no clear call, values can overlap the other calls
Active calls of the source: *; ? = inconclusive; . = no result given. Unless noted, no stated cut-off is given here; in the data, active means inhibition above about 30%; inactive means the rest. Rows were taken by chance; any-hit rate near 4.9%.

SMILES	GDH-TPI counter	FBA Mtb inh	DUSP3 inh	BoNT-F LC inh	Rv3671c inh	MazF activator	Mtb UGM inh	FadD28 binding	CCHF vOTU inh	Mtb BioA inh
CNS(=O)(=O)c1cccc(C(=O)OCC(=O)c2ccc3[nH]c(=O)[nH]c3c2)c1	16	3	.	-20	6	0	2.3	-2.5	-1	-0.5
Cc1ccc(NC(=O)N2CCCC2C(=O)NCc2ccc3c(c2)OCO3)cc1 (configuration not stated)	-6	-3	22	3	-1	4	1.0	-1.1	-12	-0.3
Cc1cccn2c(=O)c3cc(C(=O)NC4CCCCC4)sc3nc12	12	9	14	10	-1	-2	0.3	0.0	-1	-0.9
O=c1cc(-c2ccccc2)ss1	11	1	.	0	.	7	.	0.0	4	-1.2
NC(N)=NS(=O)(=O)c1ccc(NC(=S)NC(=O)c2ccccc2)cc1	7	-1	-12	-9	5	2	1.6	-1.4	-1	0.0
Cc1ccc(NC(=S)NC(=O)Cc2ccccc2)c(O)c1	9	-1	17	-33	.	4	-0.2	-0.2	-4	-0.6
O=C(COC(=O)c1ccccc1-c1nc2ccccc2s1)NC1CCS(=O)(=O)C1 (configuration not stated)	0	5	-7	-2	-2	3	2.0	-3.5	10	0.1
CCOc1cc(N2CCOCC2)c(OCC)cc1NC(=O)COC(=O)COc1ccc(C#N)cc1	2	0	19	1	-5	0	0.9	-4.0	20	-1.4
O=CN(CCN(C=O)CN1CCCCC1)CN1CCCCC1	6	3	-2	9	-4	-1	2.8	-1.7	-8	-0.8
COC(=O)CSc1nc2sccc2c(=O)n1-c1ccccc1	0	5	31	0	-2	2	-1.2	0.9	-18	2.1
CCOc1cc(/C=N/NC(=O)Cc2ccc(C(F)(F)F)cc2[N+](=O)[O-])c(Br)cc1OC	2	4	22	-2	-6	25	3.7	3.2	-21	.
CCCN(CCC)CCCNC(=S)Nc1ccc2nc3n(c(=O)c2c1)CCCCC3	6	1	5	-9	-10	11	-1.6	-1.6	3	.
Cc1cc(=O)n2[nH]cc(-c3ccccc3)c2n1	7	34*	26	17	.	1	1.1	0.1	-15	-2.9
COc1ccc(NCc2n[nH]nc2-c2ccccc2)cc1Cl	13	6	10	-1	6	-1	0.7	-0.1	8	-3.2
COC(=O)C1=CC(C(=O)c2cccs2)=NN(c2ccc(OC)cc2)C1C(=O)OC (configuration not stated)	17	-9	-5	0	0	-64	21*	-7.0	6	.
Cc1cc(NC(=O)CSc2nc3c(C)c(C)ccc3cc2C)no1	-10	0	-3	-5	-4	14	1.2	.	-5	-1.0
O=c1[nH]c(-c2ccccn2)nc(C(F)(F)F)c1Br	-5	0	13	-6	4	1	0.1	-0.8	-3	.
C=C(C)CN=C1NN=C(c2cc(C)n(-c3ccc(C)cc3)c2C)CS1	11	-1	4	-3	-10	-2	0.5	-4.6	-6	.
CCCOc1ccc(C(=O)O)cc1	2	2	13	2	3	-2	0.9	-1.4	-3	-1.5
NCCCCCc1cn(CC(=O)NCCCCCCCCCCC(=O)N2CCNCC2)nn1	7	5	.	-4	3	-7	-0.6	-1.4	-3	1.4

Record cards, as listed above. Order of values: GDH-TPI counter, FBA Mtb inh, DUSP3 inh, BoNT-F LC inh, Rv3671c inh, MazF activator, Mtb UGM inh, FadD28 binding, CCHF vOTU inh, Mtb BioA inh
`O=C(COC(=O)c1ccccc1-c1nc2ccccc2s1)NC1CCS(=O)(=O)C1` (configuration not stated) across the screens: 0, 5, -7, -2, -2, 3, 2.0, -3.5, 10, 0.1
`CNS(=O)(=O)c1cccc(C(=O)OCC(=O)c2ccc3[nH]c(=O)[nH]c3c2)c1` across the screens: 16, 3, ., -20, 6, 0, 2.3, -2.5, -1, -0.5
`C=C(C)CN=C1NN=C(c2cc(C)n(-c3ccc(C)cc3)c2C)CS1` across the screens: 11, -1, 4, -3, -10, -2, 0.5, -4.6, -6, .
`Cc1cc(NC(=O)CSc2nc3c(C)c(C)ccc3cc2C)no1` across the screens: -10, 0, -3, -5, -4, 14, 1.2, ., -5, -1.0

New compounds follow
SMILES	GDH-TPI counter	FBA Mtb inh	DUSP3 inh	BoNT-F LC inh	Rv3671c inh	MazF activator	Mtb UGM inh	FadD28 binding	CCHF vOTU inh	Mtb BioA inh
COCCNc1nc(NCCOC)c2sc(-c3ccccc3)cc2n1	19	6	.	-3	.	.	.	-5.6	-5	0.3
O=C(NCC1CCCO1)c1ccc(NC(=O)C2C3C=CC(C3)C2C(=O)O)cc1 (configuration not stated)	3	1	29	12	4	15	-0.3	-0.5	-12	5.1
CCc1ccc(OCC(=O)N(Cc2cccs2)C2CCS(=O)(=O)C2)cc1 (configuration not stated)	-2	3	2	-17	7	-10	-0.3	-1.7	5	0.4
Cc1nc2c(OCCN3C(=O)c4ccccc4C3=O)cccn2c1N(C)C(=O)CCC1CCCC1	-3	-1	.	1	.	.	.	-0.4	0	1.1
O=C(CNC(=O)c1ccc(Cl)cc1)c1ccc(Cl)cc1	-8	1	22	4	-3	2	1.1	-0.9	15	-1.1
C[C@H]1CN(S(=O)(=O)C(C)(C)C)[C@H](CCO)/C1=C\c1ccccc1	6	5	.	0	.	7	.	-3.5	2	-1.0
O=C(Cn1cnc2c(cnn2-c2ccccc2)c1=O)N1CCCc2ccccc21	-4	3	26	-5	-2	7	1.6	-1.9	-4	0.3
N#CCCCn1c(O)c(N=NC(=O)C(O)c2ccccc2)c2ccccc21 (configuration not stated)	42*	-7	-10	-11	-10	2	-1.7	-3.1	4	-0.3
O=C(NC1CCCCCC1)c1ccc(-n2cnnc2)cc1	8	0	15	-3	1	-5	0.2	-4.7	4	1.4
Cn1c(CO)cnc1SCc1ccccc1	-10	0	49	2	-3	35	1.0	-4.4	4	-1.3
O=C(N/N=C\c1ccc(OCC(=O)N2CCCC2)cc1)C(=O)Nc1ccccc1F	23	-2	-4	-2	1	6	2.6	-1.7	8	-0.9
CN(CC(=O)Nc1ccc(Cl)cc1)C(=O)CN1C(=O)C2CCCCC2C1=O (configuration not stated)	7	0	.	-1	.	-2	.	-1.6	-10	0.7
CC(C)(C)c1cc(C(=O)Nc2cccc3ccccc23)ccn1	8	-2	-5	-8	0	-5	-0.2	0.3	-8	-0.1
Cc1cccc(CSC(Nc2ccc(F)cc2)=C(C#N)C#N)c1	-5	-1	-15	5	2	-3	0.1	-4.0	-11	.
O=C(O)Cn1cc(C(=O)c2cccs2)c2ccccc21	7	-1	6	-13	0	-5	1.0	-4.3	0	-0.5
Cc1csc(NC(C)c2nc3cc(C(F)(F)F)ccc3n2CCCO)n1 (configuration not stated)	3	0	.	0	6	1	-2.6	-3.0	8	0.1
NC(=O)C1CCN(C(=S)c2cccs2)CC1	1	6	-6	-20	-31	-2	-0.5	-3.3	8	-2.2
COc1ccc(CN2CCCC(C(=O)c3ccc(Cl)cc3)C2)cc1Cn1cccn1 (configuration not stated)	2	26	35	-1	0	-10	0.6	-3.4	-1	-0.8
CCCNC(=O)COc1ncnc2sc(C)c(C)c12	8	2	-8	-14	6	11	0.4	-1.4	4	-0.2
CCOc1ccc(S(=O)(=O)NCCC(=O)NC2=NCCS2)cc1	7	-1	15	14	1	0	-3.1	-4.6	-6	-1.6
CC(C)N1CCCC(C)(C(=O)Nc2cccc(Oc3ccccc3)c2)C1 (configuration not stated)	-11	-1	.	-1	.	.	.	-0.6	9	0.5
O=C1C2CC=CCC2C(=O)N1CC(=O)N(Cc1ccccc1)C1CCS(=O)(=O)C1 (configuration not stated)	-3	-5	21	4	6	6	3.8	-3.6	3	-2.1
CC(C)C(=O)Nc1ccc(NC(=O)c2ccccc2Cl)nc1	-17	-6	-24	0	3	3	-3.6	-3.8	9	0.6
CCN(CC)CCOC(=O)c1ccc(Cl)cc1	-7	4	4	9	1	-12	-0.3	-0.5	4	-2.6
COC(=O)CCCC(=O)Nc1c(F)c(F)c(F)c(F)c1F	6	5	-8	-12	4	2	-0.6	0.4	-3	-0.9
CCOC(=O)Cc1nnc(NC(=O)C(CC)Sc2nnc3c4ccccc4n(C)c3n2)s1 (configuration not stated)	19	0	6	0	-14	2	1.5	-2.4	4	-0.7
O=C(CSC(=S)N1CCSCC1)c1ccc(Cl)cc1	4	2	12	0	-3	1	-1.3	-0.3	0	.
c1cncc(-c2nc3c(ccc4ccccc43)[nH]2)c1	23	8	28	-4	-5	4	-1.1	-7.6	0	20
CN(CC(=O)NCCc1ccccc1)S(=O)(=O)c1cnc[nH]1	-9	3	-2	-3	8	2	-2.7	-3.2	7	1.8
COc1ccc(OC)c(N(CC(=O)Nc2cccc3ccccc23)S(C)(=O)=O)c1	16	0	.	?	-6	-16	0.9	-2.4	5	.
CCN(CC)c1nc(NNC(=O)c2ccccc2)nc(N(CC)CC)n1	5	1	.	1	.	7	.	-0.2	-15	-3.1
Cc1ccccc1OCCC(=O)OCC(=O)N1c2ccccc2NC(=O)C1(C)C	7	0	.	?	9	10	-2.8	-2.3	-3	1.6
O=C(Nc1ccc(Oc2cccc(C(F)(F)F)c2)nc1)c1cccs1	-6	-1	-4	-10	-17	11	-2.1	-7.0	-1	0.2
C=CCOc1c(Cl)cc(C(=S)N2CCCC2)cc1OCC	-4	1	23	-18	-8	1	-0.5	0.4	-6	1.1
O=C(Nc1ccc2nc3n(c(=O)c2c1)CCCC3)c1cc([N+](=O)[O-])ccc1F	-4	-2	-4	0	11	-2	.	-2.7	.	9.8
O=C(Nc1cccc(Cl)c1)Nc1cccc(Cl)c1	4	11	18	-12	-202	1	5.4	-1.5	13	-1.5
O=C(O)C=C1CCN(c2ncc(C(F)(F)F)cc2Cl)CC1	12	0	32	2	3	10	-0.3	-0.1	15	-1.4
CN(C)c1ccc(N=Nc2ccc(S(=O)(=O)O)cc2)c2ccccc12	11	-18	20	2	0	5	5.3	14*	28	4.0
O=c1c2c(nc3cc(-c4ccc(F)cc4)[nH]n13)CCC2	4	38*	39	0	-2	2	-2.6	-2.6	-23	.
C=CCc1c(C)nc(-c2ccccc2)nc1N/N=C(\C)c1ccc(N)cc1	28	-1	9	-4	0	-9	-2.5	-1.1	-6	-0.1
COc1cc(Nc2cccc[n+]2C)cc(OC)c1OC	7	-2	10	-17	5	12	-1.4	-1.4	11	-1.4
COc1ccc(NC(=O)C2CCCN(S(=O)(=O)c3c(C)[nH]c(=O)[nH]c3=O)C2)cc1OC (configuration not stated)	2	1	8	4	9	-2	-3.5	-0.5	-2	.
CCN1CCN(Cc2ccc(NC(=O)CC3Oc4ccc(C)cc4NC3=O)cc2)CC1 (configuration not stated)	5	-1	38	-1	-4	-1	0.6	-2.3	0	0.1
Cc1ccc(-c2csc(NC(=O)CN3CCOCC3)n2)cc1	-4	0	-8	-5	-7	1	-0.3	-0.7	2	0.3
CC(C)NC(=O)CCn1nc(-c2ccc(Cl)cc2)c2ccccc2c1=O	7	1	27	0	-9	0	-1.4	-2.1	-3	-0.4
O=c1[nH]c(=S)[nH]c(O)c1N=Nc1cc2c(cc1[N+](=O)[O-])OCO2	-4	-4	26	-5	7	2	-1.1	0.0	-6	2.5
Cc1nn(Cc2ccc(Cl)c(Cl)c2)c(C)c1NC(=O)c1sc2ccccc2c1Cl	2	-5	-28	4	2	0	0.7	-3.8	9	-0.4
Cn1c(CO)cnc1SCC(=O)c1ccc(Cl)cc1	7	7	9	-2	-14	0	-0.2	-0.5	0	.
NC(=S)NN=C1Cc2cccc3cccc1c23	22	-2	.	-1	.	-4	.	-1.7	0	0.0
CCOC(=O)c1cc2cc(OC)ccc2nc1C	-2	8	9	0	11	4	-1.3	-5.2	-4	5.0
COc1cccc(CN2CC(C(=O)NCCOc3ccccc3F)CCC2=O)c1 (configuration not stated)	1	-2	-9	2	-9	8	0.6	0.7	-5	0.7
